Compound activity as filed in PubChem BioAssay.
P. falciparum M1AAP = P. falciparum M1AAP inhibitors, biochemical, fluorogenic H-Leu-NHMec substrate, 1536-well (AID 1445); Aminopeptidase N (Plasmodium falciparum (isolate 3D7)); recombinant M1AAP, H-Leu-NHMec fluorogenic kinetic assay; higher % means a stronger effect; one-dose inhibition, % at 30 µM; IC50 in µM for titrated hits; actives 0.42% (n = 220,000);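 active = primary inhibition above the hit cutoff, then over 50% inhibition at one or more dose response concentrations, cut at about 23% in these data, passing the limit was not always enough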;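 note: plate controls were DMSO full reaction for no effect and no enzyme background for full effect; strong numbers were not always called active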
CSM14.1 death rescue = rescue of cells from ER stress-induced death, primary screen, 384-well, CSM14.1, thapsigargin, ATP luminescence (AID 1222). CSM14.1 thapsigargin-induced death rescue, ATP luminescence; higher % means a stronger effect. 190,000 tested, under 10 active. cellular ATP content (survival), % at 20 µM; hits with a dose series show EC50 in µM;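 active = EC50 below 50 µM in the dose-response confirmation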;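 note: death triggered by thapsigargin at about 15 µM added after 2 h compound pretreatment; cell ATP read after overnight thapsigargin exposure of roughly 18 to 22 hours; normalized against plate controls of thapsigargin alone and 5% DMSO vehicle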
LYP phosphatase = inhibitors of LYP phosphatase, biochemical, fluorescence intensity, uHTS (AID 1779); one-dose inhibition, % at 11.5 µM; IC50 in µM for titrated hits; recombinant LYP phosphatase, fluorescence intensity; higher % means a stronger effect; Tyrosine-protein phosphatase non-receptor type 22 (Homo sapiens); actives 0.054% (n = 290,000);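 note: plate controls were vehicle with enzyme for no effect and no enzyme for full effect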
Lipid droplet = inhibitors of hepatocyte lipid droplet formation, primary screen, imaging, high-throughput imaging, BODIPY stain; actives 0.4% (n = 240,000); AML12 mouse hepatocytes, oleate lipid droplets; inhibition, % at 6.5 µM;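 active = lipid droplet intensity inhibited by at least 50%, with more than 500 cells counted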
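System: AML12 hepatocytes (mouse). Probe or stimulus: oleic acid at 100 µM to induce lipid droplet formation. Times: overnight treatment with compound plus oleate. Detection: Image-based BODIPY and DAPI two-channel analysis. Evaluation: percent inhibition of filter-corrected integrated lipid droplet intensity per well.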
HEK293 NOD2/NF-kB = NOD2 signaling inhibitors, cell-based, luminescence, uHTS, HEK293 (AID 1566); HEK293 NOD2/NF-kB luciferase reporter, luminescence; higher % means a stronger effect; inhibition, % at 4 µM; hits with a dose series show EC50 in µM; actives 0.63% (n = 290,000); note: many of its hits are not listed in these tables
M17LAP inhibition = P. falciparum M17LAP inhibitors, primary screen, biochemical, fluorogenic H-Leu-NHMec substrate, 1536-well (AID 1619); Leucine aminopeptidase (Plasmodium falciparum (isolate 3D7)); recombinant M17LAP, H-Leu-NHMec fluorogenic kinetic assay; higher % means a stronger effect; inhibition, % at 30 µM; hits with a dose series show IC50 in µM; actives 0.38% (n = 220,000);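 active = compound inhibiting the enzyme by more than half at any dose during confirmatory dose-response retesting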;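 note: plate controls were full reaction with DMSO carrier for no effect and no enzyme background for full effect; strong numbers were not always called active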
XIAP displacement = XIAP antagonists, biochemical, IAP family, fluorescence polarization (AID 1018); actives 0.007% (n = 200,000); XIAP BIR domain, fluorescence polarization peptide displacement; higher % means a stronger effect; displacement, % at 20 µM, or IC50 in µM where a hit was titrated; in the data active = displacement above about 50%; note: a part of the inactive calls stands beside numbers as strong as those of hits
AID2073 = inhibitors of Mint1-CaV2.2 protein interaction, biochemical, HTRF (AID 2073). Voltage-dependent N-type calcium channel subunit alpha-1B (Homo sapiens). one-dose inhibition, % at 20 µM; IC50 in µM for titrated hits. HTRF protein-protein interaction, Mint1-CaV2.2; higher % means a stronger effect. actives 0.19% (n = 290,000); in the data active = inhibition mostly above about 51%, no sharp cut-off; note: some results filed as inactive read as strong as hits
SIAH1 antagonists = Siah-1 peptide-binding antagonists, primary screen, biochemical, fluorescence polarization, rhodamine-plectin, uHTS (AID 1817) | E3 ubiquitin-protein ligase SIAH1 (Homo sapiens) | Siah-1 / rhodamine-plectin peptide fluorescence polarization; higher % means a stronger effect | one-dose displacement, % at 20 µM; IC50 in µM for titrated hits | actives 0.02% (n = 290,000);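 active = displacement of at least 50% at 20 µM, with a fluorescence ratio check between 0.3 and a set limit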;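 note: plate controls were Siah plus tracer with DMSO for no effect and tracer alone without Siah for full effect; strong numbers were not always called active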
Lipid droplet cells 6.5 µM = further read-out of Lipid droplet, marked with its call; cell count; measured here: cell count, cytotoxicity flag;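 cells counted across two imaged fields per well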
Active calls of the source: *; . = not tested or not shown. Cut-off read from the data, not from the text of the source, unless noted: active = inhibition above about 50%; inactive = the rest. These rows are one share of the data; count on the stated rates, not on these rows.

SMILES	P. falciparum M1AAP	CSM14.1 death rescue	LYP phosphatase	Lipid droplet	Lipid droplet cells 6.5 µM	HEK293 NOD2/NF-kB	M17LAP inhibition	XIAP displacement	AID2073	SIAH1 antagonists
CC1(CCC#N)N=C(SCCC#N)N(c2ccccc2)C1=O (stereo unspecified)	18%	0.9%	-5%	.	.	-1%	-4%	-5.1%	-10%	-3%
c1cncc(-c2nc(-c3ccco3)cs2)c1	4%	-2.9%	6%	2	731	-3%	15%	-4.8%	-11%	2%
COc1ccccc1OCC(=O)Nc1ccc(S(=O)(=O)Nc2onc(C)c2C)cc1	.	.	-2%	9	693	6%	.	.	7%	5%
ClCC1NCC(c2ccccc2Cl)c2c1[nH]c1ccccc21 (stereo unspecified)	4%	-1.7%	1%	2	682	6%	-5%	-2.0%	15%	-1%
COc1cc(NC(=O)c2c(F)cccc2F)nc(OC)n1	8%	-1.2%	-5%	.	.	-19%	-8%	-1.0%	14%	0%
CCOC(=O)C1=C2N(C)c3ccccc3N2CCC1=O	11%	-3.4%	-4%	2	739	7%	12%	0.1%	-1%	0%
COc1ccc(Cl)cc1C(=O)NCCCN1CCOCC1	.	.	-3%	4	847	1%	.	.	3%	5%
COc1ccc(Nc2nc(-c3sc(C)nc3C)cs2)c(OC)c1	.	.	-5%	-1	827	-10%	.	.	-15%	-8%
Cc1[nH]nc2c1C(c1cccs1)C1=C(CC(C)(C)CC1=O)N2 (stereo unspecified)	15%	-1.5%	-9%	-21	518	-7%	6%	-15%	18%	-2%
O=C(Nc1nccs1)c1ccc(CSc2ccccc2)o1	.	.	-3%	6	695	-58%	.	.	-1%	12%
CC(C)(O)C(=O)NN(Cc1ccccc1)c1ccccc1	7%	1.6%	-2%	2	708	-15%	-1%	-3.1%	1%	4%
COc1ccc(-c2cnc[nH]2)cc1	-1%	.	-11%	8	721	5%	26%	-9.5%	6%	8%
O=C(Cn1c(=O)oc2ccccc21)Nc1nc(-c2ccccc2)cs1	6%	-1.6%	2%	-6	666	-6%	5%	-3.5%	4%	11%
CC(=O)Nc1ccccc1C(=O)C(=O)Nc1ccccc1	6%	-1.8%	-4%	-2	439	-3%	6%	-1.6%	5%	-6%
CC(Sc1nncn1-c1ccccc1)C(=O)Nc1cccc([N+](=O)[O-])c1 (stereo unspecified)	10%	15%	-4%	-17	718	12%	-12%	-4.1%	-6%	-1%
CCOC(=O)c1cnc2ccc(C(=O)OC)cc2c1NCc1ccco1	4%	1.5%	-6%	4	730	1%	-6%	-4.8%	6%	1%
NC(=O)C[N+]1(CC#CC(O)(c2ccccc2)c2ccccc2)CCCC1	13%	-1.2%	-6%	0	703	25%	-16%	-5.6%	-8%	-1%
CCC(C)(C)n1nnnc1C(c1cccnc1)N1CCCC(C)C1 (stereo unspecified)	6%	-0.1%	-13%	24	762	-4%	13%	-5.3%	4%	15%
CC(C)(C)c1ccccc1OCCN1CCCC1	-4%	-1.1%	-5%	.	.	13%	7%	-3.0%	-5%	2%
CCn1c(=O)c2cc(C(=O)N(C)c3ccc(OC)cc3OC)sc2c2ccccc21	2%	.	0%	-14	631	13%	1%	.	8%	10%
Cc1ccc(NC(=O)c2ccc(CSc3nnc(C)s3)cc2)cc1	-6%	-2.2%	-4%	.	.	-83%	-3%	-8.1%	-31%	-5%
O=C(NNS(=O)(=O)c1cc(Cl)cc(Cl)c1)c1sccc1-n1cccc1	18%	-1.4%	-4%	.	.	11%	3%	0.8%	6%	-1%
O=Cc1ccc(-c2cccc(C(=O)O)c2)o1	10%	1.3%	3%	20	671	-2%	17%	-10%	8%	4%
Cc1ccccc1-n1c(=O)c(C#N)cc2c(=O)n3ccccc3nc21	22%	-1.1%	-49%	.	.	15%	-86%	-8.9%	16%	2%
COc1ccc(OC)c(-c2csc(NC(=O)C3=NN(c4ccccc4)C(=O)CC3)n2)c1	2%	0.3%	6%	-11	655	9%	-8%	-5.8%	20%	-6%
COc1ccc(/C=N/N2C(=O)C3C4C=CC(C4)C3C2=O)cc1[N+](=O)[O-] (stereo unspecified)	9%	-1.6%	-2%	-8	690	5%	18%	1.1%	6%	-3%
O=C(NCCCN1CCOCC1)c1cc2nc(-c3ccco3)cc(C(F)(F)F)n2n1	.	.	-4%	.	.	-13%	.	.	28%	-4%
COc1ccc(C2C(C#N)=C(N)Oc3cc(O)ccc32)cc1OC (stereo unspecified)	5%	0.6%	-5%	.	.	-51%	-18%	-3.3%	-3%	4%
CN(Cc1ccccc1)C(=O)COc1ccc(C(C)(C)C)cc1	.	.	-6%	7	836	-21%	.	.	12%	2%
COc1ccccc1N1CCN(S(=O)(=O)c2ccc3c(c2)NC(=O)C(C)S3)CC1 (stereo unspecified)	.	.	3%	0	706	14%	.	.	4%	2%
Cc1ccc(SCCN2CCN(Cc3ccccc3)CC2)cc1	.	.	-9%	7	829	-20%	.	.	7%	-1%
O=C(CNS(=O)(=O)c1ccc(F)c(Cl)c1)N1CCCCCC1	1%	-2.4%	-10%	1	626	-1%	0%	-14%	-5%	-1%
O=C(O)C1C2CCC(C2)C1C(=O)Nc1nc2ccccc2s1 (stereo unspecified)	1%	-0.6%	-5%	11	730	2%	4%	-3.8%	-1%	6%
CC(C)(/C=N/O)/[N+]([O-])=C/c1ccco1	7%	0.2%	-6%	.	.	6%	3%	2.7%	-3%	0%
CCCn1c(SCC(=O)N2CCN(c3ccccc3)CC2)nc2ccccc2c1=O	10%	.	2%	-10	731	9%	-7%	-3.0%	-13%	3%
O=C(Nc1nnc(C2CC2)s1)c1cc(S(=O)(=O)N2CCCCC2)ccc1N1CCOCC1	.	.	-9%	23	723	11%	.	.	0%	3%
COc1ccc2nc(Nc3nc(C)c(CCC(C)C)c(=O)[nH]3)nc(C)c2c1	-2%	-2.4%	-4%	14	704	10%	1%	-4.8%	-6%	3%
O=C1NC(=Nc2cccc(Cl)c2)SC1Cc1cccc(Cl)c1Cl (stereo unspecified)	-4%	-1.3%	6%	.	.	27%	-1%	-2.2%	-4%	26%
CCOC(=O)NC(=O)/C(C#N)=C(/C)N(C)C	2%	.	-2%	-6	654	12%	0%	-3.0%	-2%	6%
O=C(NCc1cc(C(F)(F)F)cc(C(F)(F)F)c1)C1CC(c2c(Cl)cccc2Cl)=NO1 (stereo unspecified)	2%	-0.3%	4%	.	.	2%	3%	-0.4%	8%	3%
CN1CCN(c2nc3c(c(=O)n(C)c(=O)n3C)n2CCSc2nnnn2-c2ccccc2)CC1	-4%	.	-8%	-16	761	6%	-9%	.	-6%	16%
CC(C)c1nc(Cl)c(C#N)c2c1CSC(C)(C)C2	5%	-2.0%	2%	-7	643	16%	3%	-7.5%	8%	-10%
COc1cc(C2C(C(C)=O)=C(O)C(=O)N2Cc2ccccc2)ccc1O (stereo unspecified)	.	.	-6%	-2	826	2%	.	.	-5%	9%
CC1CN(c2oc(-c3ccccc3Cl)nc2C#N)CC(C)O1 (stereo unspecified)	7%	-1.1%	10%	.	.	3%	-5%	1.7%	8%	1%
COC(=O)c1sc(=S)n(-c2ccccc2)c1N	3%	-0.5%	-7%	-5	736	6%	-5%	-1.5%	-18%	3%
COC(=O)c1c(C)oc2c1cc(NS(=O)(=O)c1ccc(C(=O)O)cc1)c1ccccc12	.	.	-4%	-6	720	6%	.	.	17%	3%
CSC1=NSC2=NC(=O)/C(=C\c3ccc(OC(=O)c4ccco4)cc3)C(=N)N12	.	.	-10%	-6	743	-43%	.	.	8%	-2%
CCOC(=O)c1c(NC(=O)C2CC(Cl)=CCC2C(=O)O)sc2c1CC(C)(C)OC2 (stereo unspecified)	7%	0.5%	-3%	-1	689	17%	42%	-7.4%	8%	-4%
O=C(CSc1ccccn1)N1CCCC(Nc2ccc(F)c(F)c2)C1 (stereo unspecified)	.	.	-2%	-24	614	-5%	.	.	-4%	-4%
Cc1ccc(-c2csc(N(CC3CCCO3)C(=O)c3ccco3)n2)cc1 (stereo unspecified)	2%	-4.4%	4%	.	.	19%	17%	-2.1%	4%	4%

The last 2 compounds of the part before come first, to join the parts:
SMILES	P. falciparum M1AAP	CSM14.1 death rescue	LYP phosphatase	Lipid droplet	Lipid droplet cells 6.5 µM	HEK293 NOD2/NF-kB	M17LAP inhibition	XIAP displacement	AID2073	SIAH1 antagonists
O=C(CSc1ccccn1)N1CCCC(Nc2ccc(F)c(F)c2)C1 (stereo unspecified)	.	.	-2%	-24	614	-5%	.	.	-4%	-4%
Cc1ccc(-c2csc(N(CC3CCCO3)C(=O)c3ccco3)n2)cc1 (stereo unspecified)	2%	-4.4%	4%	.	.	19%	17%	-2.1%	4%	4%
COc1ccc(C2(C(=O)N3CCOCC3)CCOCC2)cc1OC	5%	0.3%	-9%	.	.	4%	6%	-3.1%	-4%	7%
CC1Cc2ccccc2N1C(=O)CN1C(=O)COc2ccccc21 (stereo unspecified)	5%	-0.8%	0%	.	.	0%	6%	1.1%	7%	0%
Cc1nn(Cc2ccccc2)c(C)c1NC(=O)Cn1nc([N+](=O)[O-])c(Cl)c1C	-6%	-0.6%	-5%	.	.	0%	3%	-0.6%	0%	8%
O=C(CCS(=O)(=O)c1ccc(Br)s1)Nc1ccccc1Br	4%	-0.5%	-5%	-9	590	10%	4%	5.2%	5%	10%
N#Cc1c2n(c3c(=O)n(Cc4ccccc4Cl)cnc13)CCCC2	12%	0.3%	-2%	.	.	16%	-3%	-6.8%	2%	-2%
COc1ccccc1CNC(=O)CN(c1ccc(C)cc1)S(=O)(=O)c1c(C)n[nH]c1C	12%	0.6%	-7%	.	.	19%	-3%	-4.0%	3%	4%
CCOc1nc(NCCO)nc(Nc2ccc([N+](=O)[O-])cc2)n1	4%	-1.7%	4%	-4	726	13%	-3%	-2.9%	4%	-5%
COCCCn1c(=O)c2ccccc2n(Cc2ccccc2)c1=O	.	.	-9%	.	.	10%	.	.	3%	-2%
CCCOc1ccc(C(=O)c2nc3c(n2O)CCCCC3)cc1	11%	-1.2%	-11%	21	802	18%	3%	-9.0%	2%	0%
Cc1ccc(C(=O)CSc2nnc(-c3ccc4[nH]c(C)c(C)c4c3)o2)cc1C	1%	-3.5%	-2%	-13	760	5%	2%	-8.0%	-1%	-3%
CCCC1CC(C)(C(=O)Cn2[nH]c(=O)ccc2=O)OC1=O (stereo unspecified)	2%	0.2%	0%	8	767	13%	-1%	-5.0%	-6%	4%
COc1cccc(-c2cccc(NC(=O)C3CCN(Cc4ccon4)CC3)c2)c1	.	.	-11%	-1	635	-9%	.	.	6%	5%
